AP ELISA ortho: alternative complement pathway inhibitors, primary screen, biochemical, ELISA, human serum, orthogonally pooled compounds. LPS-coated ELISA, C3 deposition; tested in compound mixtures. inhibition, % at 5 µM. 62,000 compounds, 0.08% hits. AID 1235, 2008;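 active = inhibition above 30% in each of the two pooled mixtures holding the compound, so the lower value exceeds 30%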;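 also: 0% = serum in Mg-EGTA without compound and 100% = EDTA serum blank; some compounds past the cut are filed as inactive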
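Test system: human serum alternative complement pathway, C3 deposition on LPS-coated wells; also added: Plate-bound LPS; doses: 5 µM per compound in ten-compound mixtures; schedule: 1 h at 37 °C; detection: Anti-C3 ELISA, OD 450 nm; evaluation: percent inhibition of C3 deposition onto LPS; repeats: two pool placements per compound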
CatS inh: inhibitors of human cathepsin S, biochemical, compound mixtures; recombinant cathepsin S, AMC dipeptide fluorescence, pooled mixtures; inhibition, %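 (tested at 5 µM per compound within 10-compound mixtures)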; 62,000 compounds, 0.06% hits; in the data active = inhibition above about 32%, passing the limit was not always enough;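 also: 0% = enzyme without compound and 100% = blank without enzyme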
Target sequence (P25774 115-331 limits assumed): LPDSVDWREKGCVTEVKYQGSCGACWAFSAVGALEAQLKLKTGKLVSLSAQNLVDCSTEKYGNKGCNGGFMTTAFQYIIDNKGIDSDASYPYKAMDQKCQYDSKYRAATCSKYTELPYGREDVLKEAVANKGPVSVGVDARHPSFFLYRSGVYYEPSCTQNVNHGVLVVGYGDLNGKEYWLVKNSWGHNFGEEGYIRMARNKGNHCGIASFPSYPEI
CatB mixtures: cathepsin B inhibitors from pooled compounds, primary screen, biochemical, compound mixtures, AMC fluorescence; 62,000 compounds, 0.06% hits; AID 488, 2006; inhibition, %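 (ten-compound pools at 5 µM per compound and 50 µM total)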; P07858; Purified cathepsin B, AMC dipeptide fluorescence; in the data active = inhibition above about 22%, passing the limit was not always enough;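 also: 0% = enzyme without compound and 100% = no enzyme blank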
CatL block: inhibitors of human cathepsin L, biochemical | Procathepsin L (Homo sapiens), P07711 | purified cathepsin L, fluorogenic substrate, fluorescence | inhibition, %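 (tested at 10 µM)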 | 58,000 compounds, 0.17% hits; in the data active = inhibition above about 45%;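 also: 0% = enzyme with no compound and 100% = no enzyme blank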
C1s inh: complement C1s protease inhibitors, primary screen, biochemical, 10-compound mixtures. purified C1s, fluorogenic AMC substrate, pooled mixtures. mean inhibition % of two 10-compound mixtures (stronger effect = higher value), % at 5 µM (by protocol). 62,000 compounds, 0.16% hits. AID 538, 2006;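 active = inhibition above 20% in each of the two 10-compound mixture wells holding the compound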;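 also: 0% = enzyme wells lacking compound mixture and 100% = no-enzyme blank wells; some compounds called inactive have numbers as strong as hits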
Target sequence (P09871 16-437 limits assumed): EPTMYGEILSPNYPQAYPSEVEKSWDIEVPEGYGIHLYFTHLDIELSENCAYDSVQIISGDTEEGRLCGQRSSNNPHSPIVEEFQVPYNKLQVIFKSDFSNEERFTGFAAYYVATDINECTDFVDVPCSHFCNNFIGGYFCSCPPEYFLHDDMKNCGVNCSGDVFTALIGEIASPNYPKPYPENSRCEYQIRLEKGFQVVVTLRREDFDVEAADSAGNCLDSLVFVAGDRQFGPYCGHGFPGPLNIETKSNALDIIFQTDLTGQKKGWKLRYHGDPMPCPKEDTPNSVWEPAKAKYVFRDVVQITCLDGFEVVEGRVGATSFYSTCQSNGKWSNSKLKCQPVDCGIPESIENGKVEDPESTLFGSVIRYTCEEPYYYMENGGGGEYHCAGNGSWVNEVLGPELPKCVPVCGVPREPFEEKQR
Target sequence (P09871 438-688 limits assumed): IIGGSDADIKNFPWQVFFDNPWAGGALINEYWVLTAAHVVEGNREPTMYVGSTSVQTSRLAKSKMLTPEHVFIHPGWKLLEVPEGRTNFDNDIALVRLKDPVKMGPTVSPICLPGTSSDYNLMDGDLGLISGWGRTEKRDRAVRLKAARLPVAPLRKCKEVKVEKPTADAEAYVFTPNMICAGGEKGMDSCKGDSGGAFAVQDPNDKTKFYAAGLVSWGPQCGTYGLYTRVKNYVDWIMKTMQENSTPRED
CatB block: human cathepsin B inhibitors, primary screen, biochemical, fluorogenic substrate | P07858 | purified cathepsin B, fluorescence | inhibition, %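 (tested at 10 µM)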 | 63,000 compounds, 0.1% hits | AID 453, 2006; in the data active = inhibition above about 21%;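 also: 0% = enzyme with no compound and 100% = no enzyme blank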
CatG inh: human cathepsin G inhibitors, primary screen, biochemical, pooled compound mixtures, AMC fluorescence. P08311. purified enzyme, AMC-tetrapeptide fluorescence. inhibition, % at 5 µM (by protocol). 62,000 compounds, 0.2% hits;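 active = inhibition above 20% in each of the two mixture wells holding the compound; inactive = inhibition of 20% or less in either well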;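 also: 0% = enzyme control without mixture and 100% = blank lacking enzyme; strong numbers were not always called active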
Ec RNAP inh: E. coli RNAP inhibitors, biochemical; DNA-directed RNA polymerase subunit beta (Escherichia coli (strain K12)), P0A8V2; E. coli RNA polymerase, fluorescence transcription assay; inhibition, %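 (tested at 10 µM)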; 62,000 compounds, 0.2% hits; in the data active = inhibition above about 20%;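 also: 0% = enzyme without compound and 100% = no enzyme blank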
FXIa inh mix: FXIa protease inhibitors in compound pools, primary screen, biochemical, 10-compound mixtures; 62,000 compounds, 0.19% hits; purified FXIa, fluorogenic substrate, pooled mixtures; AID 680, 2007; Coagulation factor XI (Homo sapiens), P03951; inhibition, % at 5 µM; in the data active = inhibition above about 20%, passing the limit was not always enough;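 also: each value is inhibition by a whole ten-compound pool holding the compound; 0% = enzyme with no mixture and 100% = wells lacking enzyme; strong numbers were not always called active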
* hit, by the source's call; . = no result given.

AP ELISA ortho	CatS inh	CatB mixtures	CatL block	C1s inh	CatB block	CatG inh	Ec RNAP inh	FXIa inh mix	SMILES
3.6	3.2	2.5	7.9	-6.3	1.7	-4.5	0.8	4.7	CC(CN1CCCCC1)OC(=O)c1cc2ccccc2o1 (centres undefined)
16.6	7.9	2.6	2.0	12.1	2.9	8.0	3.2	8.1	CC(=O)c1c(C)[nH]c(C(=O)N2CCN(c3ncccn3)CC2)c1C
11.6	-7.1	4.3	0.2	-7.7	3.9	7.6	2.3	2.4	COC(=O)c1ccc(OCC2c3cc(OC)c(OC)cc3CCN2C(=O)C2CC2)cc1 (centres undefined)
23.8	-1.3	2.6	8.3	-35.9	5.5	9.2	9.6	0.0	CCOc1cc(C2C(C#N)=C(N)SC(N)=C2C#N)ccc1OCCN1CCOCC1
0.1	-1.0	-4.8	3.3	-35.5	3.8	-8.4	0.1	0.6	CCN1CCCC1CNC(=O)Cn1ncc2c(=O)oc3ccc(C)cc3c21 (centres undefined)
10.8	12.8	3.7	10.1	9.5	2.3	22.0	6.1	6.1	Cc1ccc(CN2CCNC(=O)C2CC(=O)O)o1 (centres undefined)
8.2	18.0	4.6	5.9	15.3	2.0	15.3	2.8	11.0	O=C(O)c1ccccc1SCC(=O)N1CCCCC1
20.7	-13.4	3.1	-7.3	-9.6	-2.7	-2.8	1.2	2.7	COc1ccc(F)c(C2C(C#N)=C(N)Oc3n[nH]c(C(C)(C)C)c32)c1 (centres undefined)
13.2	-2.4	2.4	-5.7	12.8	-1.1	9.8	0.3	3.3	CCOC(=O)c1ccc(N2C(=O)c3n[nH]c(C)c3C2c2ccccn2)cc1 (centres undefined)
-20.1	24.7	4.2	19.1	-14.0	3.5	-10.8	1.9	5.2	Cc1noc(NS(=O)(=O)c2ccc(NC(=O)Nc3ccc(Cl)c(Cl)c3)cc2)c1C
8.3	-1.6	7.2	-3.2	-4.7	-1.2	3.9	8.7	7.3	CC(C)OP(=O)(c1ccc(N(C)C)cc1)C(O)c1c(Cl)cccc1Cl (centres undefined)
-14.5	39.6	-0.8	11.7	-3.6	4.2	-6.1	5.3	2.8	CCOC(=O)c1cc(C(=O)OCC)cc(-n2c(C)cc(C(=O)CN3CCOCC3)c2C)c1
-0.1	14.3	-4.5	6.3	-1.2	2.0	-0.3	4.5	0.7	COc1ccc(NC(=O)c2ccccc2Cl)cc1NC(=O)CN1CCOCC1
15.8	-5.4	4.4	-5.7	-2.0	3.0	7.0	1.8	6.5	CCCCc1ccc(NS(=O)(=O)N(C)C)cc1
15.4	-3.1	0.0	5.8	-12.8	-0.7	6.1	4.5	2.5	CCOC(=O)CSc1ccc2nnc(-c3ccncc3)n2n1
24.3	-14.7	0.4	-16.8	-122.0	1.8	-21.7	-126.0	-44.3	O=S(=O)(Nc1ccc(-c2nc3cccnc3s2)cc1)c1cccs1
-2.4	12.7	7.3	15.4	12.2	7.3	8.0	12.5	5.9	CC(C)CCN(C(=O)CNC(=O)c1ccco1)C(C(=O)NC1CCCCC1)c1ccco1 (centres undefined)
8.4	-1.7	-1.8	11.3	-51.5	2.5	3.3	9.3	-10.9	CCCCC(=O)Nc1cccc2c1C(=O)N(c1ccccc1)C2=O
-0.3	-1.6	3.4	4.4	13.5	6.2	10.2	.	8.9	COC(=O)CNC(=O)C12CC3(C)CC(C)(CC(C)(C3)C1)C2
7.8	-12.9	0.8	9.7	-43.6	4.6	2.3	0.4	-0.2	CCOC(=O)CC(=O)Nc1cc(Cl)ccc1O
18.4	1.0	3.7	-3.6	4.3	2.7	10.7	4.4	4.4	COC(=O)COc1ccc(S(=O)(=O)Nc2ccccc2SC)cc1
-2.8	6.5	-4.3	11.3	15.2	2.5	10.3	4.6	8.8	CCn1c(=S)sc2c(=O)[nH]c(C)nc21
8.2	0.0	6.6	-6.8	8.3	3.1	10.0	2.6	4.2	Fc1ccccc1OCCCCn1cncn1
1.1	-12.3	-1.1	3.8	2.8	0.7	2.5	-1.9	8.9	Cc1ccc(N2CCN(C(=O)c3ccccc3Br)CC2)c(C)c1
5.6	13.9	9.7	0.9	4.6	-1.2	2.8	13.4	8.7	C/C(Cl)=C\Cn1c(NCCc2ccccc2)nc2c1c(=O)n(C)c(=O)n2C
6.6	-4.4	-0.5	2.9	-0.8	-1.0	-0.6	2.8	3.6	Cc1nn(-c2ccc(F)cc2)c2sc(C(=O)OC3CCOC3=O)cc12 (centres undefined)
8.5	5.8	3.1	12.6	-13.2	5.8	8.6	6.0	1.8	CCN(CC)S(=O)(=O)c1ccc(C(=O)Nc2ccc(OCC(=O)N3CCOCC3)cc2)cc1
9.9	-6.5	-2.0	-5.7	-1.6	1.1	0.1	-8.6	4.3	Nc1nnc(-c2ccncc2)s1
10.5	1.8	0.3	-9.3	-0.3	-4.7	2.5	3.6	1.1	CCC(=O)N1CCc2cc(Br)cc(S(=O)(=O)NCc3ccco3)c21
-1.6	-0.1	-1.1	.	-2.4	1.5	-0.2	3.5	6.5	Clc1cccc(-c2cc3nc4c(c(N5CCOCC5)n3n2)CCCC4)c1

Reprinted from the part before: 2 entries, then new ones.
AP ELISA ortho	CatS inh	CatB mixtures	CatL block	C1s inh	CatB block	CatG inh	Ec RNAP inh	FXIa inh mix	SMILES
10.5	1.8	0.3	-9.3	-0.3	-4.7	2.5	3.6	1.1	CCC(=O)N1CCc2cc(Br)cc(S(=O)(=O)NCc3ccco3)c21
-1.6	-0.1	-1.1	.	-2.4	1.5	-0.2	3.5	6.5	Clc1cccc(-c2cc3nc4c(c(N5CCOCC5)n3n2)CCCC4)c1
5.5	-4.1	1.3	2.7	12.9	2.5	8.9	4.7	5.0	CCCc1nnc(NC(=O)CCC(=O)O)s1
3.2	-9.3	-7.4	4.7	-73.4	3.0	-25.7	-9.8	-18.0	COc1ccc(C(O)Cn2c(=N)n(CCCN(C)C)c3ccccc32)cc1 (centres undefined)
8.5	2.0	5.1	-7.1	15.1	0.6	9.9	8.8	5.2	COc1ccc(C2(CCN)CC(C)N(C)CC2C)cc1 (centres undefined)
12.3	-3.2	0.5	.	12.0	7.0	7.6	3.8	7.8	Cc1ccc2c(CSc3nnc(C4CC4)n3N)cc(=O)oc2c1C
-22.4	-6.4	-2.3	14.4	-16.0	1.0	-1.9	8.1	0.7	O=C(CSc1ccc(-c2nc3ccccc3[nH]2)cn1)N1CCN(C(=O)c2ccco2)CC1
5.8	12.0	3.1	-1.9	-2.0	-0.3	-1.1	7.3	2.4	CN(C)CCCNC(=O)Cc1ccc(Br)cc1
9.3	-3.9	-7.3	2.4	-4.0	0.6	8.1	.	-1.0	O=S(=O)(Nc1ccc2c(c1)nc1n2CCOC1)c1ccccc1
12.1	14.3	3.1	8.9	-4.6	4.9	6.7	0.9	7.3	COC(=O)c1ccc(NC(=O)CCNS(=O)(=O)c2cccc3nonc23)cc1
3.1	-5.7	0.5	7.2	-21.8	1.8	3.2	7.9	1.2	COc1ccc(NC(=O)c2cc(OC)c(OC)cc2OC)c(S(=O)(=O)N2CCOCC2)c1
8.6	22.4	6.1	9.8	16.9	1.2	46.0	5.2	5.0	CS(=O)(=O)N(CC(=O)N1CCN(c2cccc(Cl)c2)CC1)c1ccccc1
8.8	2.0	3.6	11.9	-26.9	6.1	5.6	5.9	-0.4	N#Cc1ccccc1NC(=O)Nc1cccc(Cl)c1
9.5	-4.6	-1.4	9.8	-66.2	3.3	-1.9	10.9	-5.2	CCn1c(-c2cc(OC)c(OC)c(OC)c2)n[nH]c1=S
-6.3	7.7	-7.4	0.0	5.6	2.5	7.2	9.8	0.9	CCOC(=O)c1ccccc1NC(=O)CSc1nnc(COc2ccccc2C)n1C
-7.8	1.3	2.6	-4.6	-10.3	2.6	-9.3	-3.8	5.0	Fc1cccc(CN2CCCCCCC2)c1
10.8	-3.4	0.8	-8.7	-14.2	-1.3	-6.1	3.0	3.1	O=C(NCc1ccccc1)c1ccc(COCC(F)(F)F)o1
6.3	6.3	3.2	.	17.8	1.9	11.3	8.2	4.2	O=c1c2c(-c3ccco3)csc2nc(SCc2cn3cccnc3n2)n1-c1ccccc1
2.0	-2.4	5.0	-21.6	4.4	5.3	10.1	10.6	3.8	COc1cc2c(cc1OC)CN(CC(=O)NC(=O)NCc1ccco1)CC2
10.8	9.1	2.7	5.5	4.2	-1.0	0.3	7.2	1.8	O=C(NCc1ccccn1)c1c(O)c2cccc3c2n(c1=O)CC3
6.4	5.1	-8.5	.	3.6	2.1	13.4	8.2	-0.6	Nc1ncnc2c1ncn2CCN1CCOCC1
3.2	11.1	1.8	.	-2.4	1.3	8.5	7.3	10.6	Cc1ccc(Cn2c(CN3CC(C)OC(C)C3)nc3c2c(=O)[nH]c(=O)n3C)cc1 (centres undefined)
7.6	14.8	5.1	0.2	-9.3	-2.6	-4.2	10.8	6.8	Cc1ccc(Cl)c(OCC(O)CN(CCO)CCO)c1 (centres undefined)
2.0	18.1	1.0	-18.2	17.9	5.1	1.6	7.8	3.3	COc1ccc(C2C3=C(CC(C)(C)CC3=O)Nc3n[nH]c(C)c32)cc1 (centres undefined)
6.1	-10.9	-8.7	-4.6	-43.1	1.0	0.8	2.0	-5.9	N#CCCn1ccc(NC(=O)c2ccc(Cl)cc2)n1
-12.4	-14.5	-9.0	5.2	-97.6	-1.1	-27.6	-9.8	-22.6	COc1ccc(-c2nn(C)c(=O)c3ccccc23)cc1NC(=O)Cn1nc(C)c2ccccc2c1=O
5.3	18.7	9.0	28.6	11.0	4.9	-11.9	14.4	6.3	COCCOC(=O)C1=C(N)OC2=C(C(=O)CC(C)(C)C2)C1c1cccnc1 (centres undefined)
-15.1	-3.2	0.6	14.0	-2.7	3.6	-5.7	6.1	4.0	Nn1c(SCC(=O)Nc2ccc3c(c2)OCO3)nnc1C1CCCCC1
1.4	-4.8	-0.2	9.3	7.2	4.2	9.1	5.0	6.5	Cc1nn(C)cc1CN(C)C(=O)c1nn2c(c1Cl)NC(c1cccs1)CC2C(F)(F)F (centres undefined)
-3.7	-5.4	-1.3	1.1	3.5	-0.6	8.4	6.4	4.3	COc1ccc(CC2CCOC2=O)cc1 (centres undefined)
9.3	-15.8	-0.8	-0.1	0.2	5.8	4.7	0.6	1.8	COC(=O)Nc1c(C)nn(Cc2ccccc2C)c1C
18.6	13.4	-2.6	.	-1.9	-2.0	-0.8	-6.8	3.2	O=C(Nc1ccc(S(=O)(=O)N2CCCC2)cc1Cl)C1=COCCO1
-6.8	3.2	1.6	1.7	-36.9	0.0	7.4	10.6	0.6	CC(C)(C)NC(=O)Cn1nnc(-c2ccc(Cl)cc2)n1
16.7	-5.7	2.8	.	-22.1	1.2	6.7	0.6	5.4	Cc1ccccc1OCc1nc2c3cnn(C)c3ncn2n1

Quoted at random: two compounds from above
AP ELISA ortho	CatS inh	CatB mixtures	CatL block	C1s inh	CatB block	CatG inh	Ec RNAP inh	FXIa inh mix	SMILES
5.3	18.7	9.0	28.6	11.0	4.9	-11.9	14.4	6.3	COCCOC(=O)C1=C(N)OC2=C(C(=O)CC(C)(C)C2)C1c1cccnc1 (centres undefined)
7.6	14.8	5.1	0.2	-9.3	-2.6	-4.2	10.8	6.8	Cc1ccc(Cl)c(OCC(O)CN(CCO)CCO)c1 (centres undefined)

Only part of the results is shown, so the mix of outcomes need not match the whole.
